Wnt act = activators of Wnt/beta-catenin signaling; Wnt/beta-catenin reporter cell assay, activator, plate reader; activation, % at 9.35 µM; 1.2% of 300,000 active; AID 743398; in the data active = activation above about 30%, passing the limit was not always enough;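 also: 0% = neutral control wells and 100% = positive control wells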
* hit, by the source's call. Only part of the results is shown, so the mix of outcomes need not match the whole.

The first 2 records, ahead of the listing:
SMILES,Wnt act
O=C(OCCO)c1c(-c2ccccc2)oc2c1C(OCCO)CCC2 (stereo not given),2
C[C@@H]1NS(=O)(=O)c2c(F)cccc2O[C@@H]1c1ccccc1,-2

All compounds of this part, from the start:
SMILES,Wnt act
O=C(OCCO)c1c(-c2ccccc2)oc2c1C(OCCO)CCC2 (stereo not given),2
C[C@@H]1NS(=O)(=O)c2c(F)cccc2O[C@@H]1c1ccccc1,-2
Cc1cccc(C)c1-n1nnnc1C1(C)CCC(=O)N1CCCn1ccnc1 (stereo not given),-1
CC(=O)Nc1ccc(/C=N/NC(=O)CC2CCCCC2)cc1,-1
CC(=O)Nc1ccc(-c2ccnc3c2CC(C)(C(=O)Nc2cccc(C(F)(F)F)c2)O3)cc1 (stereo not given),-4
Cc1cccc(C)c1NC(=O)c1ccc(-c2cc(F)ccc2F)o1,0
CCCNC(=O)N[C@H]1C=C[C@H](CC(=O)NC2CCCCC2)O[C@@H]1CO,-2
COCc1cc(N2CCN(C(=O)OC(C)(C)C)C[C@H]2C)ccc1N1CCN(Cc2ccccc2)[C@H](C)C1,-19
COc1cc(C(O)c2nc(-c3cccc4cccnc34)cs2)ccc1F (stereo not given),-6
CC(C)c1ccc(NC(=O)Nc2nnc([C@H]3C[C@H](O)[C@@H](CO)O3)s2)cc1,0
CCOC(=O)[C@]12CCCC=C1N(Cc1ccc3c(c1)OCO3)C(=O)[C@H](CC(=O)NCc1ccc(OC)c(OC)c1)C2,-4
CCc1nc2ccc(C(=O)NCCNC(C)=O)cn2c1N(CC)Cc1cccc(Br)c1,-2
CNc1cncc(-c2ccc(CN3CCOCC3)cc2)n1,-2
CC(=O)NCCNc1nc2cc(-c3cnn(CCC(C)C)c3)sc2c(=O)n1C,-2
COC(=O)[C@]12C[C@H](CC(=O)NCCC(C)C)C(=O)N(Cc3ccccc3)C1=C[C@H](C1CCCC1)O[C@@H]2C,0
CCN=C1NC(c2cccc(F)c2)C(C(=O)OC)=C(C)N1Cc1ccccc1C(F)(F)F (stereo not given),0
Cc1cn([C@H]2C[C@H](O)[C@@H](/C=C/C(=O)NCCCc3ccccc3)O2)c(=O)[nH]c1=O,-4
CCOC(=O)[C@]12CCC=C1N(Cc1ccccc1)C(=O)[C@H](CC(=O)NCc1ccccc1)C2,-1
COc1ccc(OC)c2c1CCC1(C2)NC(=O)NC1=O (stereo not given),-3
CC(=O)Nc1cc(-c2cccc(C(=O)N(C)C)c2)cn2c(-c3ccc(F)c(Cl)c3)cnc12,-2
CCOc1ccc(Cl)cc1-c1cc(C(=O)NCCc2ccncc2)[nH]n1,-2
CC(C)(C)NC(=O)C(c1ccc(-c2ccccc2)cc1)n1c(=O)c(-c2ccco2)nc2ccccc21 (stereo not given),4
CC(C)[C@@H](C)/C=C/[C@@H](C)[C@H]1CC[C@@H]2[C@]1(C)CCC1[C@]23C=C[C@]2(C[C@@H](O)CC[C@]12C)N(c1cnccn1)O3 (stereo not given in full),-4
Nc1ncnc2c1ncn2[C@@H]1O[C@H](C(=O)N2CCSC2)[C@@H](O)[C@H]1O,-1

Twelve entries out of the list, sorted by count of non-hydrogen atoms, rising:
SMILES,Wnt act
COc1ccc(OC)c2c1CCC1(C2)NC(=O)NC1=O (stereo not given),-3
CNc1cncc(-c2ccc(CN3CCOCC3)cc2)n1,-2
Nc1ncnc2c1ncn2[C@@H]1O[C@H](C(=O)N2CCSC2)[C@@H](O)[C@H]1O,-1
CC(C)c1ccc(NC(=O)Nc2nnc([C@H]3C[C@H](O)[C@@H](CO)O3)s2)cc1,0
CC(=O)NCCNc1nc2cc(-c3cnn(CCC(C)C)c3)sc2c(=O)n1C,-2
Cc1cn([C@H]2C[C@H](O)[C@@H](/C=C/C(=O)NCCCc3ccccc3)O2)c(=O)[nH]c1=O,-4
CCc1nc2ccc(C(=O)NCCNC(C)=O)cn2c1N(CC)Cc1cccc(Br)c1,-2
CCN=C1NC(c2cccc(F)c2)C(C(=O)OC)=C(C)N1Cc1ccccc1C(F)(F)F (stereo not given),0
CCOC(=O)[C@]12CCC=C1N(Cc1ccccc1)C(=O)[C@H](CC(=O)NCc1ccccc1)C2,-1
CC(C)(C)NC(=O)C(c1ccc(-c2ccccc2)cc1)n1c(=O)c(-c2ccco2)nc2ccccc21 (stereo not given),4
COC(=O)[C@]12C[C@H](CC(=O)NCCC(C)C)C(=O)N(Cc3ccccc3)C1=C[C@H](C1CCCC1)O[C@@H]2C,0
CCOC(=O)[C@]12CCCC=C1N(Cc1ccc3c(c1)OCO3)C(=O)[C@H](CC(=O)NCc1ccc(OC)c(OC)c1)C2,-4

Additional records follow:
SMILES,Wnt act
N#Cc1ccc(S(=O)(=O)N2CCCc3nc(-c4ccc(F)cc4)ccc32)cc1,-3
CC1=C(C(=O)N(C(C)C)C(C)C)CC(CC(=O)NC2CCCC2)C(=O)N1CCCN1CCCC1=O (stereo not given),-1
CC(C)C[C@H]1CN(CCCC[C@H]2CNC(=O)C(=O)N2Cc2ccccc2)C(=O)C(=O)N1Cc1ccccc1,-2
CSc1cccc(NC(=S)NN/C(=N/S(=O)(=O)c2ccccc2)N2CCCC2)c1,8
CN(c1cccnc1)c1ccc(NC(=O)CCc2c[nH]c3ccccc23)cc1Br,0
COc1ccc(C(C(=O)NCc2ccccc2)n2c(-c3ccncc3)nc3ccccc32)cc1 (stereo not given),-1
COc1ccc(NC(=O)Cn2c([N+](=O)[O-])cnc2C)c(OC)c1,-1
FC(F)(F)c1ccccc1Cc1c(-c2cccc(Br)c2)nc2ccc(Cl)cn12,-1
CCOC(=O)N1CCN(C(=O)C[C@H]2C[C@@]3(C(=O)OC)C(=C[C@H](C(C)(C)C)O[C@@H]3C)N(Cc3ccccc3)C2=O)CC1,-3
COc1ccc(-c2cnc3c(NC=O)cc(-c4cccc(NS(C)(=O)=O)c4)cn23)cc1OC,1
CCC(C(=O)Nc1c(C)cccc1C)n1c(-c2cnc(C)cn2)nc2ccccc21 (stereo not given),-7
Cc1cccc(CN2CCN(C3CN(C4CCCC4)S(=O)(=O)C3)CC2)c1 (stereo not given),5
CCCCCCCCN1C(=O)[C@H](CC(=O)N2CCN(C(=O)C3CC3)CC2)C[C@@]2(C(=O)OC)CCCCC=C12,-2
CCOC(=O)[C@]12CCC=C1N(Cc1ccco1)C(=O)[C@H](CC(=O)NCc1cccs1)C2,0
CC(C)Nc1nc(Nc2ccc(F)cc2)c2sccc2n1,2
COCCNC(=O)C1(C)CCN(C(=O)c2oc3ccccc3c2C)C1 (stereo not given),-3
CON(Cc1ccccc1)S(=O)(=O)c1ccccc1Br,-2
O=C1c2ccccc2C(=O)C1C1=Nc2ccccc2NC(c2ccccc2)C1 (stereo not given),0
O=C1NC[C@H](c2ccccc2)N(CCCCC2CCCCC2)C1=O,-1
O=C(OCc1ccccc1)N1CCCCC1c1c(Cl)cccc1Br (stereo not given),-2
COc1ccc(N2C(=O)c3n[nH]c(C)c3C2c2ccccc2)cc1 (stereo not given),4
COc1ccc(-c2ccc3c(n2)CCCN3S(=O)(=O)c2ccc(C(F)(F)F)cc2)cc1,-6
Cc1cc(C)nc(N/N=C/C2=C(O)CC(c3ccccc3)CC2=O)n1 (stereo not given),-2
COC(=O)c1cc2c(c3c4cc(OC)ccc4n(S(=O)(=O)c4cccc(C)c4)c13)C(=O)N(Cc1ccc(C(F)(F)F)cc1)C2,-4
O=C(Nc1ccc(Cl)cc1)Nc1ccc(Cl)c(Cl)c1,1
C#CCNC(=O)C[C@@H]1C[C@@]2(C(=O)OCC)CCCC=C2N(CCCCCCCC)C1=O,-1
CN(C)C1CN(Cc2cn(Cc3cccc(C(F)(F)F)c3)nn2)S(=O)(=O)C1 (stereo not given),-3
CCCCCCCCN1C(=O)[C@@H](CC(=O)NCC2CCCCC2)C[C@@]2(C(=O)OC)C1=C[C@H](C1CCCC1)O[C@@H]2C,0
CCCn1cnnc1CNC(=O)[C@H]1O[C@@H](n2ccc(=O)[nH]c2=O)[C@H](O)[C@@H]1O,4
COC(=O)C1=C(C(=O)OC)C(C(=O)OC)N2C=CC=CC2=C1C(=O)OC (stereo not given),-2
CCCCNC(=O)C[C@@H]1C[C@@]2(C(=O)OC)CC(C)(C)CC=C2N(Cc2ccc3c(c2)OCO3)C1=O,0
CN1OC[C@@H]2CN(C(=S)Nc3ccc(C#N)cc3)[C@H](c3ccc(N4CCCCC4)cc3)C[C@@H]21,-3
CC1(C(=O)NS(=O)(=O)c2ccc(Cl)cc2)CCN1C(=O)Cc1cccs1 (stereo not given),2
CC1(Oc2ccc(F)cc2)CCN(Cc2ccccc2OC(F)F)C1 (stereo not given),-2
CC(=Nc1ccc(Cl)cc1N)c1c(O)cc(C)oc1=O,-3
CNc1cnc(-c2ccc(F)c(F)c2F)cn1,-1
O=C(NCc1ccccc1)C1C(c2ccc3c(c2)OCO3)=Nc2ccccc2N1C(=O)c1ccco1 (stereo not given),4
CCOC(=O)CNC(=O)N(C)[C@H]1C[C@H]2c3[nH]c4c(-c5ccccc5)cccc4c3CCN2C(=O)[C@H]1[C@H](C)O,-4
CC(=O)C1=C(C)N(Cc2ccc(F)cc2)C(=S)NC1c1ccc(Br)cc1 (stereo not given),-2
CO[C@H]1CN(C)C(=O)c2ccc(NC(=O)C3CCC3)cc2OC[C@H](C)N(CC2CCCCC2)C[C@@H]1C,0
CC(=O)Nc1ccc(-c2noc(-c3csc([C@@H]4C[C@H](O)[C@@H](CO)O4)n3)n2)cc1,10
CNc1nc(NCCOc2ccccc2Cl)c2sccc2n1,-2
CCC(=O)N1CCC(C)(C(=O)Nc2nccc3ccccc23)C1 (stereo not given),3
COc1ccc(CC(=O)Nc2ccc(S(=O)(=O)Nc3cc(C)nc(C)n3)cc2)cc1OC,-1
CN(Cc1ccccc1)C(=O)c1csc([C@@H]2C[C@H](O)[C@@H](CO)O2)n1,-1
CC(=O)NC(c1ccccc1)c1nc(-c2cccc(C#N)c2)cs1 (stereo not given),0
COc1ccc(C2=Nc3ccccc3NC(=O)C2N(CCc2cc(OC)cc(OC)c2)C(C)=O)cc1 (stereo not given),2
CC(C)C[C@H]1COc2cc(N3CC[C@@H](O)C3)ccc2S(=O)(=O)N1,-2
O=C(NCc1ccc(Cl)cc1Cl)Nc1nc([C@@H]2O[C@H](CO)[C@@H](O)[C@H](O)[C@H]2O)cs1,-2
COc1ccc(C(=O)C2CCCN(C(=O)Cn3nc(C)nc3C)C2)cc1F (stereo not given),-3
C#Cc1ccc(NC(=O)C2(C)CCN2C(=O)Cc2ccc(C(C)C)cc2)cc1 (stereo not given),-1
O=C1OCCOC2CCCc3oc(-c4ccccc4)c1c32 (stereo not given),-1
CCOC(=O)C1(C)CCN1C(=O)c1cc(-c2ccc(Cl)cc2)oc1C (stereo not given),-1
CCCCCCCCN1C(=O)[C@H](CC(=O)NCCCN2CCCC2=O)C[C@@]2(C(=O)OC)CC(C)(C)CC=C12,-4
CC1(Oc2ccc3ccccc3c2)CCN(Cc2cccn2-c2nccs2)C1 (stereo not given),0
OC(c1ccccc1)(c1nc(-c2ccc(F)c(Cl)c2)cs1)C(F)(F)F (stereo not given),-1
CCc1nc2c(OCC(=O)C(C)(C)C)cccn2c1N(C)C(=O)c1ccc(C)cc1,-1
COC(=O)C1=C(C)N(Cc2ccc(Br)cc2)C(=S)NC1c1cccc(F)c1 (stereo not given),-4
Cc1cc2nc(NC(=O)C3(C)CCN(C)C3)[nH]c2cc1C (stereo not given),-1
O=C1NC(Cc2ccc(O)cc2)c2nc3ccccc3c(=O)n2-c2cc(Cl)ccc21 (stereo not given),0

(list continues)
SMILES,Wnt act
COCCN1Cc2cc(C(=O)OC)c3c(c2C1=O)c1cc(OC)ccc1n3S(=O)(=O)c1ccc(C)cc1,-3
O=[N+]([O-])c1ccc(CN2[C@H](COCc3ccccc3)C=CS2(=O)=O)cc1,-2
Nc1[nH]c(C(=O)c2ccccc2)c(-c2cccnc2)c1C(=O)NC1CCCCC1,-3
Nc1[nH]c(C(=O)c2ccccc2)c(-c2ccccc2C(F)(F)F)c1C(=O)NCCc1c[nH]c2ccccc12,-6
CCOC(=O)C(Cc1ccc(O)cc1)NC(=O)c1cc2c(cn1)[nH]c1ccccc12 (stereo not given),0
CC(=O)Nc1cc(-c2cccc(F)c2)cn2c(-c3ccc(F)c(Cl)c3)cnc12,-4
O=C(NCc1ccccc1)c1cc(C2COCCN2C(=O)C2CC2)on1 (stereo not given),0
COC(=O)C1=C(C)N(Cc2ccc(F)cc2)C(=S)NC1c1cccc(F)c1 (stereo not given),-5
CC(C)c1ccc(CC(=O)N2CCC2(C)C(=O)Nc2ccc3c(c2)OCO3)cc1 (stereo not given),-1
OC(c1ccc(F)c(F)c1)c1ncc(-c2ccccc2F)[nH]1 (stereo not given),0
COc1ccc(C(=O)N(c2c(C)cccc2C)C(COC(C)=O)COC(C)=O)cc1,0
C[C@@H]1C=CCCO[C@]12C(=O)N(Cc1ccccc1C(F)(F)F)c1cccc(Br)c12,-5
O=C(NCc1ccccc1)[C@@H]1CCCN1C(=O)[C@H]1CCCN1C(=O)c1ccc(F)cc1F,-6
CCCCN(C(C)=O)c1c(CC)nc2ccc(C(=O)NCCOc3ccc(OC)cc3)cn12,0
O=C(CSc1cccc[n+]1[O-])Nc1ccc(N2CCOCC2)cc1,2
Cc1cnc2nc(-c3ccccc3)ccc2c1,5
O=C(N/N=C/c1ccco1)c1cc(C2CC2)nc2ccccc12,0
O=C(Nc1ccc2c(c1)OCCO2)C1c2ccccc2OCC(=O)N1Cc1ccccn1 (stereo not given),-3
COC(=O)C1=C(C)N(Cc2cccc(C(F)(F)F)c2)C(=NCc2cc(OC)c(OC)c(OC)c2)NC1c1ccccc1 (stereo not given),-6
CCOC(=O)[C@]12CCC=C1N(Cc1cccc3ccccc13)C(=O)[C@H](CC(=O)NCc1cccc3ccccc13)C2,-3
COc1cc(Cn2c3ccc(NC(=O)CC(C)c4ccccc4)cc3c(=O)n2C)ccc1F (stereo not given),-6

Source: PubChem (Broad Institute)
